Fluorescein fluor = qHTS Assay for Spectroscopic Profiling in Fluorescein Spectral Region | 59,000 tested, 0.91% active | max fluorescein-equivalent concentration, M | AID 593, 2007 | Compound autofluorescence, 480/540 nm, fluorescein-equivalent; stronger effect = higher value; in the data active = max fluorescein-equivalent concentration above about 10 nM; inconclusive = between about 1.1 nM and that limit
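Library compounds, added at multiple concentrations to pH 8.0 Tris buffer (100 mM), incubate 15 min at room temperature before CCD imaging at 480 nm excitation and 540 nm emission.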
Pol III holo inh = qHTS Assay for Inhibitors of DNA Polymerase III Holoenzyme System | Potency, µM (top dose mostly 57.1 µM), inactives show at the highest dose activity change, negative = inhibition | AID 603, 2007 | 71,000 tested, 0.25% active | reconstituted DNA polymerase III holoenzyme replication, biochemical; also: potency is read from the fitted curve at half-maximal effect; % is scaled to controls: 0 for no effect and ±100 for the full control effect
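Reconstituted *E. coli* holoenzyme (0.35 nM Pol III, 1 nM beta, 154 nM SSB, 2 nM primase) was preincubated with compound for 15 min at RT. Synthesis on 1.4 nM ssM13Gori ran 35 min, then was stopped with PicoGreen/EDTA and read as dsDNA fluorescence.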
Ub-GFP proteasome = Ubiquitin-GFP Assay | Ubiquitin-GFP reporter cells, proteasome inhibition, GFP fluorescence; response scale: untreated = 0%, 10 µM MG-132 = 100% | Potency, µM (titrated, usually from 45.9 µM), for the others: at the top dose activation (GFP accumulation), usual class: activators | 67,000 tested, under 10 active | AID 526, 2006; active = well fitted activation curve with a large enough effect, not every such curve was filed as active; inconclusive = small, poorly fitted or top-dose-only effect, or another doubt; inactive = no such curve, though single readings can be large or run the other way; also: potency is read from the fitted curve at half-maximal effect
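U2OS cells expressing ubiquitin(G76V)-GFP, seeded overnight in 0.5% FBS medium, then treated 4 hr at 37 C across 46 uM to 2.9 nM. GFP-positive cells counted by laser cytometry (488 ex/515 em); %activity scaled between basal and 10 uM MG-132.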
4-MU autofl = qHTS Assay for Spectroscopic Profiling in 4-MU Spectral Region; 59,000 tested, 11% active; max dye-equivalent concentration, M; compound autofluorescence, 340/450 nm, 4-MU equivalents; stronger effect = higher value; AID 589, 2007; in the data active = max dye-equivalent concentration above about 10 nM; inconclusive = mostly about 1.1 nM to 9.6 nM
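Intrinsic fluorescence at 340/450 nm (ex/em) was read after 15 min at room temperature in pH 8.0, 100 mM Tris. Each compound concentration expressed as 4-MU-equivalent concentration from a six-point 4-MU standard series on each plate.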
Rhodamine fluor = qHTS Assay for Spectroscopic Profiling in Rhodamine Spectral Region. max dye-equivalent concentration, M. AID 594, 2007. 59,000 tested, 0.05% active. Rhodamine-region fluorescence, 547/598 nm, Tris buffer; stronger effect = higher value; in the data active = max dye-equivalent concentration above about 11 nM; inconclusive = between about 1.1 nM and that limit
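Compounds in 100 mM Tris buffer, pH 8.0, were incubated 15 min at room temperature, then read at 547 nm excitation and 598 nm emission. Fluorescence was normalized against a per-plate six-point rhodamine standard curve as dye-equivalent concentration.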
HBB splicing = qHTS Assay for Modulators of Hemoglobin Beta Chain Splicing | AID 925, 2007 | HBB splicing reporter cell assay, activation; EGFP reporter with mutant IVS2-654 intron; response scale: normalised to 500 nM splice-correcting PNA | 65,000 tested, 0.06% active | Potency, µM (series often up to 46.1 µM), for the others: at the highest dose activation, most hits filed as activators; also: potency is read from the fitted curve at half-maximal effect; 0% is about no effect
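HeLa cells stably expressing EGFP interrupted by mutant beta-globin intron 2 (IVS2-654), 500/well in 2% FCS. Treated with compound for 2 days at 37C. Splicing correction scored as total well GFP intensity (488 nm excitation, 500-520 nm emission); 500 nM antisense PNA served as control.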
Epigenetic mod = qHTS Assay for Epigenetic Modulators | mouse C127i GFP locus derepression, cytometry, 30 h | Potency, µM (doses to about 46.1 µM), for inactives: at the highest dose GFP derepression (activation) | 68,000 tested, 0.09% active | AID 597, 2007; also: % of control where 0% means no effect
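Derepression screen: silenced CMV-GFP reporter in murine C127i cells, 30 h compound incubation at 37 C, washed cells imaged by laser-scanning cytometer to enumerate GFP-expressing objects of 20 to 120 um.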
HADH2 inh = qHTS Assay for Inhibitors of HADH2 (Hydroxyacyl-Coenzyme A Dehydrogenase, Type II); recombinant HADH2, NADH fluorescence, beta-hydroxybutyryl-CoA; 73,000 tested, 3.4% active; Potency, µM (titrated, usually from 57.1 µM), for inactives: at the highest dose activity change, negative = inhibition, actives largely listed as inhibitors; AID 886, 2007; also: potency is read from the fitted curve at half-maximal effect; % is scaled to controls: 0 for no effect and ±100 for the full control effect; nearly all actives have a fitted effect of over 60% in size; many of its hits are not listed in these tables
Target sequence (Q99714 whole entry, looked up, one chain of several): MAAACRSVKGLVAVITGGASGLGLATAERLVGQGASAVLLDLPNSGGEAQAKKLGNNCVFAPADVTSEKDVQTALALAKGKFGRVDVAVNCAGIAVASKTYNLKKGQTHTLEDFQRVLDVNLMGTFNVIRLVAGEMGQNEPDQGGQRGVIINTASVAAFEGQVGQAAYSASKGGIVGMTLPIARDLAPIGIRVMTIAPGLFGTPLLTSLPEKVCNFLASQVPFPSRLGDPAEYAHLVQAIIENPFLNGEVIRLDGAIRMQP
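Read-out: 360 nm excitation, 450 nm emission, kinetic over 4 min. Conditions: His-tagged human HADH2 20 nM, pH 9.0 Tris with Tween-20, 1 mM NAD+, 90 uM beta-hydroxybutyryl-CoA.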
TexasRed autofl = qHTS Assay for Spectroscopic Profiling in Texas Red Spectral Region | Compound fluorescence, Texas Red channel, 547/618 nm; stronger effect = higher value | 59,000 tested, 0.06% active | max dye-equivalent concentration, M; in the data active = max dye-equivalent concentration above about 10 nM; inconclusive = between about 1.1 nM and that limit
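Pin-transferred compounds and Texas Red standards go into 100 mM Tris buffer, pH 8.0. After 15 min at room temperature, plates are imaged with 547/618 nm filters. Each value is a dye-equivalent concentration derived from the per-plate dye curve.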
Hsp90 Hop PPI = qHTS Assay for Disrupters of an Hsp90 Co-Chaperone Interaction. AlphaScreen TPR2A-His6 binding biotin-Hsp90 C-terminal peptide. Potency, µM (titrated, usually from 57 µM), for the others: at the highest dose activity change, negative = inhibition. 71,000 tested, 0.44% active; active = well fitted curve in either direction with a large enough effect; inconclusive = small, poorly fitted or top-dose-only effect, or another doubt; also: potency is read from the fitted curve at half-maximal effect; % is scaled to controls: 0 for no effect and ±100 for the full control effect; many of its hits are not listed in these tables
ALOX15 inhib = qHTS Assay for Inhibitors of 15-hLO (15-human lipoxygenase) | Potency, µM (highest dose often 57.1 µM), for inactives: top-dose activity change, negative = inhibition, usual class: inhibitors | 74,000 tested, 1.4% active | purified 15hLO-1, xylenol orange hydroperoxide absorbance | AID 887, 2007; also: potency is read from the fitted curve at half-maximal effect; % is scaled to controls: 0 for no effect and ±100 for the full control effect; nearly all actives have a fitted effect of over 55% in size
Target sequence (P16050 whole entry, looked up): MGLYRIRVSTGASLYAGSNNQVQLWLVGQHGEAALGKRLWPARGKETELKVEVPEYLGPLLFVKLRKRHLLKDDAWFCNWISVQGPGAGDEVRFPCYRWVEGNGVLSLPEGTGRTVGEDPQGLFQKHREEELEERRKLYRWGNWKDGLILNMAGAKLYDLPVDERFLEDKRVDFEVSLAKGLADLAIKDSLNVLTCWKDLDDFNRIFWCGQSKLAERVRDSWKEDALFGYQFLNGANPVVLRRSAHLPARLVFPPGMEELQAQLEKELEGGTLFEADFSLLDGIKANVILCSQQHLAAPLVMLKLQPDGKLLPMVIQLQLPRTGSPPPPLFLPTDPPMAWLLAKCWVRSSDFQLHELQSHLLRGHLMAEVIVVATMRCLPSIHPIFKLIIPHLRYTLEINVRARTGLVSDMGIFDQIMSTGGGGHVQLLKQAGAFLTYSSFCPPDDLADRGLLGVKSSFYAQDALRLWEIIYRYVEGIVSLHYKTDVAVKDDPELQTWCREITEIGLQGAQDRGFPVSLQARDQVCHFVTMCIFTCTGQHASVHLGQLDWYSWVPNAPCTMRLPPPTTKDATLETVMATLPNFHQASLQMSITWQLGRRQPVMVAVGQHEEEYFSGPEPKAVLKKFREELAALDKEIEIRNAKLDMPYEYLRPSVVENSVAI
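40 nM 15hLO-1 + cpd, 15 min RT; start w/ 50 uM AA (final), 6 min RT; stop/detect w/ 200 uM XO + 300 uM Fe(II) in 50 mM H2SO4, 30 min; A573/A405. Buffer 25 mM Hepes pH 7.5, 0.01% Triton X-100. No-enzyme wells as negative control.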
The depositor's hits bear a star; i = inactive; ? = inconclusive; / = no result given; [ ] = dose if it differs, or a comment. Unless noted, calls follow the shape of the dose curve; as a rule, active = well fitted curve in the direction sought with a large enough effect; inconclusive = small, poorly fitted or top-dose-only effect, or another doubt; inactive = no such curve, though single readings can be large; an effect the other way counts as inactive or inconclusive.

SMILES	Rhodamine fluor	4-MU autofl	Pol III holo inh	Epigenetic mod	HADH2 inh	Hsp90 Hop PPI	Ub-GFP proteasome	Fluorescein fluor	TexasRed autofl	HBB splicing	ALOX15 inhib
Cc1cccc2cc3c(N)c(C(=O)N4CCOCC4)sc3nc12	i	?	-14.9%	-1.9%	-19.6%	1.1%	-1.1%	i	i	/	?
O=C(c1ccc2c(c1)[nH]c(=S)n1c3ccccc3nc21)N1CCN(c2ncccn2)CC1	i	?	2.3%	-2.8%	-5.0%	0.0%	10.9%	i	i	-0.4%	1.8%
CCc1ccc(NC(=O)CSc2nnc(Cc3cccn3C)n2-c2ccc(F)cc2)cc1	/	/	3.3%	/	-11.2%	-4.2%[2.3 µM]	-11.9%	/	/	-0.2%	-22.8%
COCC(=O)N1CCC[C@@]2(CCN(C(=O)Nc3cccc(F)c3)C2)C1	i	i	-1.8%	-0.2%[9.22 µM]	6.9%	-7.2%	13.3%	i	i	2.3%	-0.6%
N#C/C(C(=O)NCc1ccco1)=C1/SC(Cc2ccc(Cl)cc2)C(=O)N1c1ccccc1 (stereo unspecified)	i	i	/	-0.5%[20.6 µM]	/	/	/	i	i	/	/
CCn1c(COc2ccccc2C)nnc1SCC(=O)N1CCCCC1	i	i	-5.1%	9.1%	19.3%	1.4%	-2.1%	i	?	0.0%[57.5 µM]	9.8%
CC(C)(C)C1CCC(=O)C(C2(O)C(=O)Nc3ccccc32)C1 (stereo unspecified)	i	i	-5.9%	0.0%	5.8%	-3.6%	3.4%	i	i	-0.7%	5.1%
O=C(O)c1cn[nH]c1-n1cnnn1	i	i	-4.1%	-2.4%	-5.2%	25.1µM*	-1.7%	i	i	0.6%	-2.2%
CCOC(=O)C1CCCN(C(=O)c2cn(C)c(=O)c3cc(OC)c(OC)cc23)C1 (stereo unspecified)	i	i	-1.5%	-1.2%	-3.5%	-14.4%	-13.5%	i	i	5.7%	-4.9%
O=C(CSc1nnnn1Cc1ccccc1)N1CCN(c2ccccc2)CC1	i	i	-6.4%	0.0%	-9.0%	-4.1%	-2.2%	i	?	-0.2%	-11.5%
CCOCCOC(=O)C1=C(C)N(C)C(=O)NC1c1cc(Cl)c(O)c(OCC)c1 (stereo unspecified)	i	i	-0.8%	1.7%	3.4%	-1.2%	-7.0%	?	?	-0.1%	-9.1%
COc1cc(C(O)P(=O)(OC(C)C)c2ccc(N(C)C)cc2)cc(OC)c1OC (stereo unspecified)	i	i	-3.6%	2.7%	2.3%	-1.4%	1.7%	i	i	4.6%[0.369 µM]	?
CS(=O)(=O)N(CC(=O)N1CCCC1)c1ccc(OCc2ccccc2)cc1	i	i	-7.5%	0.0%	17.3%	0.8%	0.0%	i	i	0.4%	4.2%
CCOC(=O)c1cc2c(=O)n3ccccc3nc2n(Cc2ccccc2)c1=N	i	3.67e-06M*	-2.2%	-1.2%	i	-0.4%	2.0%	1.6e-07M*	i	2.5%	-8.8%
CCc1ccc(NC(=O)N(CCCN2CCOCC2)C(C)c2cc3cccc(OC)c3o2)cc1 (stereo unspecified)	i	i	5.7%	0.0%	-1.8%	-3.2%	8.6%	i	i	0.0%	-13.4%

Single entries from the results shown.
CCOC(=O)C1CCCN(C(=O)c2cn(C)c(=O)c3cc(OC)c(OC)cc23)C1 (stereo unspecified) @ Pol III holo inh: -1.5%
COc1cc(C(O)P(=O)(OC(C)C)c2ccc(N(C)C)cc2)cc(OC)c1OC (stereo unspecified) @ HBB splicing: 4.6%[0.369 µM]

New compounds follow
SMILES	Rhodamine fluor	4-MU autofl	Pol III holo inh	Epigenetic mod	HADH2 inh	Hsp90 Hop PPI	Ub-GFP proteasome	Fluorescein fluor	TexasRed autofl	HBB splicing	ALOX15 inhib
O=C1c2ccccc2C(O)N1Cc1ccccc1Cl (stereo unspecified)	/	/	3.3%	1.9%	5.6%	-1.6%	15.1%	/	/	-0.4%	6.4%
O=C(NCN1CCN(c2ccccn2)CC1)c1cnccn1	i	i	-3.7%	0.0%	2.2%	2.1%	0.0%	i	i	0.2%[57.5 µM]	1.9%
Cc1ccc(NC(=O)N(Cc2ccc3c(c2)OCO3)Cc2cc3cc4c(cc3[nH]c2=O)OCCO4)cc1	i	4.04e-08M*	1.7%	0.0%	3.7%	-4.7%	-6.9%	i	i	/	-7.3%
CC(C)(C)Sc1nc(O)cc(=O)[nH]1	i	i	4.6%	1.6%	10.8%	0.4%	-4.4%	i	?	1.7%[57.5 µM]	9.0%
CC(C)CNC(=O)CSc1nnc(CN2CCCCCC2=O)n1-c1ccccn1	i	i	0.3%	-1.3%	7.3%	-2.9%	7.5%	?	i	-1.8%	1.7%
COc1ccc(CCn2nnnc2C(c2ccc(C)cc2)N2CCN(C)CC2)cc1OC (stereo unspecified)	i	?	-3.2%	-2.3%	23.2%	0.3%	-0.8%	i	i	0.1%[57.5 µM]	1.9%
CN(C)CCCN1C(=O)C(=O)/C(=C(/O)c2ccncc2)C1c1ccccc1 (stereo unspecified)	i	i	-4.0%	0.0%	-4.3%	?	7.9%	i	i	-0.9%[57.5 µM]	-6.3%
CCCCc1c(O)nc2n(c1=O)CCS2	i	i	-5.9%	1.6%	-7.4%	3.7%	-1.1%	i	i	1.8%[0.369 µM]	6.6%
Cc1cc(S(=O)(=O)Nc2cccc(O)c2)c(C)s1	i	i	2.3%	0.0%	0.4%	-3.7%	2.1%	i	?	-0.8%	-0.3%
CCN(CC)c1ccc2oc(=O)c(C)nc2c1	?	?	6.7%	22.6%	3.98µM*	9.7%	-0.2%	1.39e-07M*	?	8.1%	25.1µM*
FC(F)(F)c1ccccc1-c1nc(N2CCNCC2)c2ccccc2n1	i	i	0.2%	0.7%[9.22 µM]	4.7%	-3.1%	-6.2%	i	i	-1.6%	5.0%
CS(=O)(=O)Nc1ccc(C(=O)NCCSCc2ccco2)cc1	i	i	-4.5%	-2.9%	?	-1.5%	0.4%	?	i	-1.9%	12.1%
CCN1CCN(S(=O)(=O)c2ccc(OC)c(Br)c2)CC1	i	1.02e-08M*	-1.4%	3.2%	1.0%	-7.1%	-4.9%	?	?	-0.7%	-15.7%
C[N+]12CCC(CC1)[C@@H](OC(=O)C(O)(c1ccccc1)c1ccccc1)C2	i	?	-14.4%[25.6 µM]	-1.7%[20.6 µM]	-12.3%[25.6 µM]	-3.5%[26 µM]	4.0%[20.5 µM]	i	i	2.2%[20.6 µM]	5.6%[25.6 µM]
Cn1c(=NC(=O)c2cnccn2)sc2ccccc21	i	i	-7.1%	-1.4%	-20.5%	-5.2%	-0.8%	i	i	0.8%	-2.6%
Brc1ccc(Oc2nnnn2-c2ccccc2)cc1	/	/	-0.4%	4.7%	-8.7%	?	-9.6%	/	/	0.2%	0.5%
CCOC(=O)N1CCC(NC2CCCCCCC2)CC1	/	/	1.2%	-3.7%	-5.1%	-0.2%	22.4%	/	/	0.6%[9.22 µM]	-4.4%
Cc1nnc(SCc2cc(=O)[nH]c(N3CCCCC3)n2)s1	i	i	-4.7%	4.3%	3.2%	-2.2%	-0.9%	i	i	-0.2%[57.5 µM]	2.2%
Cc1oc2nc(SCC(=O)N3CCCCC3)nc(N)c2c1C	i	i	-5.6%	-1.6%	2.0%	-2.5%	-2.9%	i	i	1.7%	-1.1%
COCCCNC(=O)Cn1cc2c(n1)CCCCC2	/	/	-1.9%	0.0%	5.1%	1.0%	-4.5%	/	/	-0.2%	3.0%
O=C(O)CCc1nc(-c2ccccc2Cl)no1	i	1.08e-08M*	2.2%	-2.6%	5.6%	-1.8%	3.3%	?	i	2.2%	19.5%
CC(O)c1cccc(NC(=O)CCC(=O)O)c1 (stereo unspecified)	/	/	-3.2%[11.4 µM]	0.0%	0.1%[11.4 µM]	-3.1%[11 µM]	17.0%[9.17 µM]	/	/	1.7%[0.0738 µM]	0.9%[11.4 µM]

High-throughput results deposited in PubChem by National Center for Advancing Translational Sciences (NCATS).

This is a subset, so the mix of outcomes need not match the whole.
